TTR transcr act – TTR transcription activation, primary screen; actives 1.3% (n = 92,000); activation, % at 16.7 µM; SH-SY5Y TTR promoter Gaussia luciferase, luminescence; 100% = recombinant luciferase protein wells;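 active means activation above the mean of all tested compounds plus 3 SD, cut at about 9.5% in these data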;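 further: cells exposed to compounds for one day before reading; 0% = median of all test compound wells on the plate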
Active calls of the source: *. The list is partial (hit frequency here may not be typical).

Cc1ccc(N=Cc2cc(C)n(C3CCCC3)c2C)cc1 was read as TTR transcr act -0.7.
For Cc1cccc(N2CCN(C(=O)c3ccnn3C)CC2)c1C the results were TTR transcr act 1.0.
Screening Cc1ccccc1CNC1CCC12CCC(c1ccccc1)CC2 (stereo not given) returned TTR transcr act 1.2.
`COCCN(C(=O)COC(=O)CCSc1ccc(F)cc1)c1c(N)n(Cc2ccccc2)c(=O)[nH]c1=O` gave TTR transcr act -0.8.
`Cc1cc(C(=O)OCC(=O)N2CC(C)CC(C)C2)c(C)o1` (stereo not given) gave TTR transcr act 0.2.
For Nc1ncnc2c1CN(Cc1ccccc1)CC2 the results were TTR transcr act 3.2.
For CCN1CCN(c2nc3c(C)cccn3c(=O)c2/C=C(\C#N)C(=O)NC)CC1 the results were TTR transcr act -1.1.
`COc1ccc(/C=C2\SC(=O)N(CCNC(=O)C3CC4C=CC3C4)C2=O)cc1` (stereo not given) gave TTR transcr act -1.8.
`Nc1nc(=S)c2ncn(C3CCCC3)c2[nH]1` gave TTR transcr act -0.3.
`CCOC(=O)c1c(NC(=O)C2CC=CCC2C(=O)O)sc(C)c1CC` (stereo not given) gave TTR transcr act -1.1.
For N/C(Cc1ccc(Cl)cc1)=N\OC(=O)c1ccc2ccccc2c1 the results were TTR transcr act 1.8.
Screening Cc1nn(Cc2ccccc2)c2sc(C(=O)N3CCN(Cc4ccc5c(c4)OCO5)CC3)cc12 returned TTR transcr act -3.1.
Screening Cn1ccsc1=NC(=O)c1ccccc1F returned TTR transcr act -0.2.
For O=c1[nH]c(-c2cccnc2)nc2ccccc12 the results were TTR transcr act 2.6.
CSc1cccc(NC(=O)N2CCCC(CNS(=O)(=O)Cc3ccccc3)C2)c1 (stereo not given) was read as TTR transcr act -0.6.
For C=CCN1C(=O)/C(=C2/Sc3ccccc3N2C)SC1=Nc1ccccc1C the results were TTR transcr act 1.6.
`C=CCNc1nc(SC)nc2ccsc12` gave TTR transcr act 1.1.
`C[C@H](O)[C@@H]1C(=O)N2CCc3ccc(N4CCOCC4)cc3[C@@H]2C[C@@H]1N(C)S(=O)(=O)c1ccccc1` gave TTR transcr act -0.2.
CSc1ncccc1C(=O)Nc1ccc2c(c1)OCCO2 was read as TTR transcr act 0.7.
`CCOc1ccc(-c2c(=O)n(OCc3ccccc3Br)c3ccccc3[n+]2[O-])c(OCC)c1` gave TTR transcr act -1.7.
`O=C(CN1N=C(c2ccccc2)CCC1=O)NCc1ccco1` gave TTR transcr act 3.0.
CCOc1cc(CNc2nn[nH]n2)ccc1OCC(=O)NC(C)(C)C was read as TTR transcr act -0.2.
For CNC(=O)C1CC(=O)N(CCc2ccccc2)C(=Nc2ccc(OC)cc2)S1 (stereo not given) the results were TTR transcr act 0.7.
`Cc1cc(OCc2nc(-c3ccc(NC(=O)c4cccnc4)cc3)no2)ccc1Cl` gave TTR transcr act -1.2.

Structural class, those above containing a Cl atom (two)
For N/C(Cc1ccc(Cl)cc1)=N\OC(=O)c1ccc2ccccc2c1 the results were TTR transcr act 1.8.
`Cc1cc(OCc2nc(-c3ccc(NC(=O)c4cccnc4)cc3)no2)ccc1Cl` gave TTR transcr act -1.2.

(next part)
`Cn1ncc(N=Cc2ccccc2[N+](=O)[O-])c1C(N)=O` gave TTR transcr act 1.3.
COc1ccc(-c2[nH]n(-c3ccc([N+](=O)[O-])cc3)c(=O)c2C=NCc2ccncc2)cc1 was read as TTR transcr act 1.3.
`Cc1ccccc1C(=O)NNc1ncnc2c1cnn2C` gave TTR transcr act -0.1.
Cc1ccc(NC(=O)CSc2nc(N)cc(=O)[nH]2)cc1S(=O)(=O)N1CCCCCC1 was read as TTR transcr act 0.9.
Nc1ccn([C@@H]2O[C@H](C(=O)N[C@H](COC=O)Cc3ccccc3)[C@@H](O)[C@H]2O)c(=O)n1 was read as TTR transcr act -0.4.
`CCOC(=O)c1ccc(N2Cc3ccccc3C2=NC(=O)c2cccc([N+](=O)[O-])c2)cc1` gave TTR transcr act 1.0.
For O=C(CNC(=O)c1ccco1)N/N=C/c1c[nH]c2ccccc12 the results were TTR transcr act -0.8.
Screening COC(=O)[C@]12CCCCC=C1N(Cc1ccc(OC)cc1)C(=O)[C@@H]2CC(=O)NCc1ccccc1 returned TTR transcr act -0.7.
CC(CCN1CCN(c2ccc(F)cc2)CC1)c1ccccc1 (stereo not given) was read as TTR transcr act -5.0.
`O=C(COC(=O)/C=C/c1ccc(Br)o1)Nc1cccc(S(=O)(=O)N2CCOCC2)c1` gave TTR transcr act 3.9.
`c1ccc(SCc2nc3ccccc3[nH]2)nc1` gave TTR transcr act 14.0*.
`CS(=O)(=O)N1CCCC(C(=O)Nc2ccccc2)C1` (stereo not given) gave TTR transcr act -0.4.

Fetched one by one from above:
`Cn1ncc(N=Cc2ccccc2[N+](=O)[O-])c1C(N)=O` gave TTR transcr act 1.3.
`Cc1ccccc1C(=O)NNc1ncnc2c1cnn2C` gave TTR transcr act -0.1.

Next part:
Screening O=C(NNS(=O)(=O)c1cccc(Cl)c1Cl)c1cccc(S(=O)(=O)N2CCOCC2)c1 returned TTR transcr act 0.7.
Cc1ccsc1C(=O)OCC(=O)NCc1ccc(Cl)cc1 was read as TTR transcr act 1.5.
For O=C(CSc1nnnn1-c1ccccc1)Nc1ccc(N2CCOCC2)cc1 the results were TTR transcr act 0.7.
Screening CCCC(=O)Nc1nc(-c2ccc3c(c2)OCCO3)cs1 returned TTR transcr act -3.9.
CCn1ncc(C2=NOC(C(=O)Nc3c(C)n(C)n(-c4ccccc4)c3=O)C2)c1C (stereo not given) was read as TTR transcr act 0.0.
For O=C(c1ccc(Cl)c(S(=O)(=O)N2CCCCC2)c1)N1CCN(c2ccccc2)CC1 the results were TTR transcr act -3.4.
CC1CCN(c2c(NCC3CCC(C(=O)NCCc4ccc(Cl)cc4)CC3)c(=O)c2=O)CC1 (stereo not given) was read as TTR transcr act -0.5.
COc1ccc(S(=O)(=O)NCCCc2ccccc2)cc1 was read as TTR transcr act -2.3.
For CC(Oc1cccc(Cl)c1)C(=O)NCc1ccc(S(N)(=O)=O)cc1 (stereo not given) the results were TTR transcr act 0.2.
COc1ccc(-c2nc(CS(=O)(=O)CC(=O)NCc3ccc(F)cc3)c(C)o2)cc1 was read as TTR transcr act 0.0.
For COC(=O)c1ccc(Cn2ccc3ccc(-c4ccc5ccn(C(=O)c6ccccc6)c5c4)cc32)cc1 the results were TTR transcr act 1.7.
`COCCNC(=O)c1c(N)n(/N=C/c2ccc(F)cc2)c2nc3ccccc3nc12` gave TTR transcr act 7.3.

Next section (4 carried over from the part before).
For CC(Oc1cccc(Cl)c1)C(=O)NCc1ccc(S(N)(=O)=O)cc1 (stereo not given) the results were TTR transcr act 0.2.
COc1ccc(-c2nc(CS(=O)(=O)CC(=O)NCc3ccc(F)cc3)c(C)o2)cc1 was read as TTR transcr act 0.0.
For COC(=O)c1ccc(Cn2ccc3ccc(-c4ccc5ccn(C(=O)c6ccccc6)c5c4)cc32)cc1 the results were TTR transcr act 1.7.
`COCCNC(=O)c1c(N)n(/N=C/c2ccc(F)cc2)c2nc3ccccc3nc12` gave TTR transcr act 7.3.
Screening COc1cc(-c2nc(S(=O)(=O)c3ccc(Cl)cc3)c(N3CCOCC3)o2)cc(OC)c1OC returned TTR transcr act 1.8.
For Cc1c(C(O)CN2CCN(Cc3ccc4c(c3)OCO4)CC2)c2ccccc2n1C (stereo not given) the results were TTR transcr act -0.4.
For CCN(C(=O)CCc1nc(-c2ccc(OC)cc2)no1)c1cc(OC)ccc1OC the results were TTR transcr act -3.9.
For CCCc1nc2c(sc3nc4c(cc32)COC(C)(C)C4)c(=O)o1 the results were TTR transcr act 0.3.
Screening Cc1cccc(OCC(=O)NNS(=O)(=O)c2ccccc2F)c1 returned TTR transcr act 15.5*.
CCC(=O)N1CCc2cc(S(=O)(=O)NC(C(=O)NCc3ccc(C)cc3)C(C)C)ccc21 (stereo not given) was read as TTR transcr act -0.8.
`O=c1ccc(S(=O)(=O)N2CCCC2)cn1Cc1nc(-c2ccccc2)no1` gave TTR transcr act 2.5.
`Cc1ncoc1C(=O)N1CCc2c([nH]c3ccccc23)C1C(C)(C)C` (stereo not given) gave TTR transcr act -1.3.
For C[C@@H]([C@@H](O)c1ccccc1)N(C)C(=O)C(N)Cc1ccccc1 (stereo not given in full) the results were TTR transcr act 7.8.
For O=C(OCc1cccc([N+](=O)[O-])c1)c1cnccn1 the results were TTR transcr act -0.5.
Screening Cc1noc(C)c1S(=O)(=O)N(C)C[C@H]1Oc2c(NC(=O)NC(C)C)cccc2C(=O)N([C@H](C)CO)C[C@@H]1C returned TTR transcr act -0.3.
`OCC1CCCN(C(=S)NCCc2ccccc2)C1` (stereo not given) gave TTR transcr act 1.8.
For Cc1ccc(-c2nnn(CC(=O)N(CC3CCCO3)C(C(=O)NCC3CCCO3)c3ccc(F)cc3)n2)o1 (stereo not given) the results were TTR transcr act 0.8.
For CC(C)(C)N=C1NC(=NC(C)(C)C)c2ccccc21 the results were TTR transcr act -0.2.
CC(=O)Nc1ccc(C(F)(F)F)cc1Cl was read as TTR transcr act -1.2.
Cn1c(CCNC(=O)c2ccc(Cl)c(Cl)c2)nnc1SCc1ccc(Cl)c(Cl)c1 was read as TTR transcr act -0.9.
For N#CCCN(C(=O)COC(=O)CCNS(=O)(=O)c1ccccc1)c1ccccc1 the results were TTR transcr act 5.0.
For CC1(C)C(=O)Nc2ccccc2N1C(=O)COC(=O)c1cc([N+](=O)[O-])ccc1N the results were TTR transcr act 1.8.
Screening CCCCNc1c(-c2cccc(Sc3ccc(OC)cc3)c2)nc2ccccn12 returned TTR transcr act -7.6.
Screening CNC(=O)[C@@H]1CC=C[C@@H]2CCN(c3ccccc3)C(=O)[C@@H]21 returned TTR transcr act -1.1.
For Cc1ccc(OCc2nc(-c3ccccc3)no2)c(C)c1 the results were TTR transcr act -0.5.
Screening COC(=O)[C@@]12C[C@@H](CC(=O)NCCCN3CCCC3=O)C(=O)N(Cc3ccc4c(c3)OCO4)C1=CCC(C)(C)C2 returned TTR transcr act 4.6.
Cc1cc(C)c(C)c(OCCn2ccnc2)c1 was read as TTR transcr act -2.0.
Screening O=C(c1cccc([N+](=O)[O-])c1)N1CCN(c2ccccn2)CC1 returned TTR transcr act -2.5.
For COc1ccccc1CC(NC(C)=O)C(=O)NC1CCN(C(=O)c2ccc([N+](=O)[O-])cc2)CC1 (stereo not given) the results were TTR transcr act 12.5*.
Screening Cc1ccc(OCC(=O)N2CCc3ccccc3C2)c(C)c1 returned TTR transcr act 1.3.
For Cc1cc(=O)oc2cc(OCC(=O)N/N=C/c3ccccc3[N+](=O)[O-])ccc12 the results were TTR transcr act -0.3.
For Cc1cc(C(F)(F)F)n2nc(C)c(-c3ccc(Cl)cc3)c2n1 the results were TTR transcr act 2.5.
O=C(O)c1cccc(N/N=C/c2ccc(F)c(F)c2)c1 was read as TTR transcr act 1.1.
`O=C(CN1C(=O)NC2(CCCC2)C1=O)Nc1cc(C(F)(F)F)ccc1N1CCOCC1` gave TTR transcr act -0.2.
CCOC(=O)c1nn(-c2ccc(C)cc2)c(=O)c2c(N)scc12 was read as TTR transcr act 3.3.
`CCOC(=O)CCSCC(=O)Nc1cc(C)on1` gave TTR transcr act -0.2.
Screening O=c1c2ccccc2nc(SCc2ccccc2F)n1C1CCCC1 returned TTR transcr act -1.6.
CNC(=O)COC(=O)c1nc(-n2nc(C)cc2C)ccc1Cl was read as TTR transcr act 3.1.
`O=C(CN(C1CC1)S(=O)(=O)c1ccc(S(=O)(=O)NC2CCCCC2)cc1)Nc1ccccc1` gave TTR transcr act -7.1.
`Cc1ccc(CNc2ncnc(N)c2[N+](=O)[O-])cc1` gave TTR transcr act -0.3.
For Oc1ccc(-c2nc3ccccc3nc2-c2ccc(O)cc2O)c(O)c1 the results were TTR transcr act 0.3.
`COc1ccccc1N1C(=O)S/C(=C\c2cc(C)n(C)c2C)C1=O` gave TTR transcr act 3.8.
For N#C/C(=C\c1ccccc1)C(=O)NCc1ccc(F)cc1 the results were TTR transcr act 1.2.
CN(C(=O)c1cccc(NC(=O)Cc2ccc(NC(=O)C3CCN(C(=O)c4ccccc4)CC3)cc2)c1)C1CC1 was read as TTR transcr act 1.1.
Screening CC(=O)N1CCN(C2c3cccc4cccc(c34)C2NS(=O)(=O)c2ccccc2)CC1 (stereo not given) returned TTR transcr act 3.4.
Screening Cc1cccnc1CCNC(=O)CC1C(=O)NCCN1CC1CCCCC1 (stereo not given) returned TTR transcr act 3.1.
`CC(C)CCN1CCC(C)(NC(=O)c2ccccc2)C1=O` (stereo not given) gave TTR transcr act 3.3.
For CC(=O)N1CCc2cc(S(=O)(=O)CCC(=O)Nc3ccccc3F)ccc21 the results were TTR transcr act -2.2.
`COc1ccc(NC(=O)c2ccc3ccccc3c2OC)cc1` gave TTR transcr act -0.9.
`COc1ccccc1Cc1c(C(C)(C)C)nc2ccc(C)cn12` gave TTR transcr act -0.8.
NC(=O)COC(=O)c1c2c(nc3ccccc13)CCCC2 was read as TTR transcr act -0.2.
For COc1ccc(C(=O)NC(=S)Nc2nc(C)c(C(=O)N(C)C)s2)cc1 the results were TTR transcr act 1.8.
Screening Cc1ccc(C(=O)NNC(=O)Cc2csc(-c3csc(C)n3)n2)cc1 returned TTR transcr act 6.4.
Cc1ccc(C2=CC(c3ccccc3)n3ncnc3N2)cc1 (stereo not given) was read as TTR transcr act -0.2.
Screening S=c1[nH]nc(-c2ccc3ccccc3n2)n1-c1ccccc1 returned TTR transcr act -0.2.

Entries from the list above that have a cyano group:
For CCN1CCN(c2nc3c(C)cccn3c(=O)c2/C=C(\C#N)C(=O)NC)CC1 the results were TTR transcr act -1.1.
For N#CCCN(C(=O)COC(=O)CCNS(=O)(=O)c1ccccc1)c1ccccc1 the results were TTR transcr act 5.0.
For N#C/C(=C\c1ccccc1)C(=O)NCc1ccc(F)cc1 the results were TTR transcr act 1.2.

Compound activity from PubChem.
